CendR NRP1 mod: alters CendR peptide binding to human NRP-1; O14786; FAM-RPARPAR peptide binding to NRP-1, fluorescence polarization; inhibition, % at 25 µM; actives 0.85% (n = 360,000); AID 602438;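 active = inhibition or corrected inhibition above about 18%, plus a signal ratio from 0.5 to 1.5, limit read from the data, passing the limit was not always enough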; note: strong numbers were not always called active
SKN-1 block: blocks SKN-1 activity in C. elegans; C. elegans VP596 Pgst-4::GFP/RFP ratio, acrylamide-induced, 24 h; inhibition, % at 21.8 µM; actives 0.49% (n = 360,000); AID 624304;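 active = interference check ratio from 0.5 to 1.5 plus GFP to RFP signal ratio inhibition reaching or exceeding a fixed threshold, cut at about 30% in these data, passing the limit was not always enough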; note: some compounds called inactive have numbers as strong as hits
MT1-MMP act inh: inhibitors of human MT1-MMP activation; P50281; AID 651647; actives 0.061% (n = 360,000); HT1080 RFP-PRO-GFP cells, GFP/RFP ratio fluorescence, overnight; percent of plate control window, DMSO zero; GFP/RFP ratio change, % at 20 µM;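 active = GFP/RFP ratio change of at least 30% with cell ATP level not reduced by more than half and red fluorescence within 50% of control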; note: strong numbers were not always called active
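system = RFP-PRO-GFP reporter HT1080 cells | dosing = 20 µM single dose, 1% DMSO | timing = overnight cell settling, then overnight compound exposure, 37 °C, 5% CO2 | read-out basis = GFP/RFP fluorescence ratio | controls = DMSO and RFP-L50D-GFP cell wells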
DNMT1 inh: inhibitors of human DNMT1; DNMT1 molecular beacon, Hinp1I cleavage, fluorescence; inhibition (reported as % activation of signal), % at 10 µM; actives 0.83% (n = 360,000); in the data active = inhibition above about 50%
STEP block: STEP (human) phosphatase inhibition. P54829. recombinant STEP, OMFP fluorogenic substrate, fluorescence. inhibition, % at 20 µM. actives 0.25% (n = 360,000);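 active = inhibition at 20 µM, scaled per plate between control wells, above about 37%, limit read from the data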;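 note: 0% = DMSO with enzyme and substrate and 100% = substrate only without enzyme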
Target sequence (P54829 whole entry, looked up): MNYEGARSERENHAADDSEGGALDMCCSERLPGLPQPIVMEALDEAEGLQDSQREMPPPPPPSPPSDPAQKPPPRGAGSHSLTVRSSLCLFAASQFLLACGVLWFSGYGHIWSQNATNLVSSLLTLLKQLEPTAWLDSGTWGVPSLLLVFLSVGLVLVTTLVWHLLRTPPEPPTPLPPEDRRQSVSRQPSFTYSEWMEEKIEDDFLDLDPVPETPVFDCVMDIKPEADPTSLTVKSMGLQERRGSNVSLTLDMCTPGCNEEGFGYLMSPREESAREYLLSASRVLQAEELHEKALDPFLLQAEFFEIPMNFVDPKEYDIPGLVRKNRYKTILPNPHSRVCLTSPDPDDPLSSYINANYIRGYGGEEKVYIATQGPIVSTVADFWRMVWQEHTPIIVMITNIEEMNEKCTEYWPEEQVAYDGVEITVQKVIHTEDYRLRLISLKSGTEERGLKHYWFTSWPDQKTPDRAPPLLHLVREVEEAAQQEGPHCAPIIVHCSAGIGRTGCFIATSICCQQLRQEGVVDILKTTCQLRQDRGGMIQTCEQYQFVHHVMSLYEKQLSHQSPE
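Material: STEP (striatal-enriched tyrosine phosphatase) enzyme, cell-free | Medium: 50 mM Bis-Tris pH 6.0 with 2.5 mM DTT and 0.005% Tween 20 | Read-out: Percent inhibition scaled to no-enzyme and uninhibited-enzyme controls, plate-pattern corrected | Signal: Fluorescence read at 480 nm ex / 540 nm em | Times: 20 min reaction, room temperature, in the dark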
Scp1 inh: Scp-1 (human) phosphatase inhibition; inhibition, % at 20 µM; Recombinant Scp1, phosphopeptide, malachite green phosphate absorbance; AID 493091; actives 0.88% (n = 340,000); Q9GZU7;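 active = inhibition above about 50% at 20 µM, limit read from the data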;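 note: plate controls were DMSO wells with enzyme for no effect and wells lacking enzyme for full effect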
Target sequence (Q9GZU7 76-261 limits assumed): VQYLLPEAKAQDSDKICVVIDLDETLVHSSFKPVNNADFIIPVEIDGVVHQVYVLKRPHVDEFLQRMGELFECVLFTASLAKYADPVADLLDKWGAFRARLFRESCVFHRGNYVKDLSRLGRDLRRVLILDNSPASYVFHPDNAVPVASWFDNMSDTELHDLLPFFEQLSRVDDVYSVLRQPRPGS
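System: SCP-1 catalytic domain; Reagent: Phospho 17-mer peptide substrate; Doses: one concentration, 20 µM, with 1.0% DMSO; Incubation: 45 min room-temperature reaction, 5 min colour, 30 min stabiliser; Signal: Phosphate-binding colour reagent, absorbance read at 630 nm.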
LMPTP inh: blocks human LMPTP phosphatase. recombinant LMPTP-A, OMFP fluorogenic substrate, fluorescence intensity. actives 0.22% (n = 360,000). P24666. AID 651560. inhibition, % at 20 µM;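 active = compounds that cut the enzyme signal by at least half of the control window in the single-dose screen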;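 note: plate controls were DMSO wells with enzyme plus substrate for no effect and substrate without enzyme for full effect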
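material = LMPTP-A | quantity = 0.625 nM enzyme | reagent = OMFP substrate, 400 µM final | buffer or medium = Bis-Tris pH 6.0, DTT, detergent | detection = endpoint fluorescence intensity from OMFP dephosphorylation | dosing = single 20 µM dose | read-out basis = % inhibition relative to no-enzyme and uninhibited control wells | control set = no-enzyme and uninhibited controls | timing = 50 min at room temperature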
SUMO1 PPI mod: alters human SUMO1 binding to SIM partners | inhibition, % at 20 µM | AID 602429 | P63165 | actives 0.33% (n = 360,000) | SUMO1 binding to a labelled peptide, TR-FRET, 1 h; in the data active = inhibition above about 37%
NadD block: blocks S. aureus nicotinate mononucleotide adenylyltransferase | purified NadD enzyme, colorimetric absorbance read-out | inhibition, % at 20 µM | actives 0.78% (n = 360,000); in the data active = inhibition above about 26%; note: some compounds past the cut are filed as inactive
Rpn11 inh: Rpn11 (human) deubiquitinase inhibition. actives 0.59% (n = 360,000). calls only at 20 µM. AID 588493. O00487. human 26S proteasome, Ub4-pepOG fluorescence polarization; 20S core pre-blocked with epoxomicin;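 active = inhibition at 20 µM, scaled to each plate's controls, above about 33%, limit read from the data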
Target sequence (O00487 whole entry, looked up): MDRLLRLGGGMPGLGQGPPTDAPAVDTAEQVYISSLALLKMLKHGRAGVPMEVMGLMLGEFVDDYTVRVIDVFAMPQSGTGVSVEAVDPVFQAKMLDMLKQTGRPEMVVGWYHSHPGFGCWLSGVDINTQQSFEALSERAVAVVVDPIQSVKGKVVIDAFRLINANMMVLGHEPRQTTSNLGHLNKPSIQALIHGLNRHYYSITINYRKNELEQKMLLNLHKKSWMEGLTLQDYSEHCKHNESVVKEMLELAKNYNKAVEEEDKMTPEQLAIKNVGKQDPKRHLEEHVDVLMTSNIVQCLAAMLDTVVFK
Active calls of the source: *; & = joins results of further samples.

Results for CC(CCN1CCN=C1N(C)C)c1ccccc1 (stereo not drawn) ?
CendR NRP1 mod: 9.8; SKN-1 block: 12.9; MT1-MMP act inh: -1.5; DNMT1 inh: 7.8; STEP block: 0.6; Scp1 inh: -2.7; LMPTP inh: -4.3; SUMO1 PPI mod: -2.3; NadD block: -0.9; Rpn11 inh: inactive

Results for O=C(NCCCCc1ccccc1)C1CC(c2ccccc2[N+](=O)[O-])=NO1 (stereo not drawn) ?
CendR NRP1 mod: 6.9; SKN-1 block: 11.0; MT1-MMP act inh: -1.9; DNMT1 inh: 2.3; STEP block: 2.2; Scp1 inh: -4.4; LMPTP inh: 0.8; SUMO1 PPI mod: -18.7; NadD block: -6.0; Rpn11 inh: inactive

Results for O=C(CCC(=O)N1CCOCC1)c1ccc(F)cc1 ?
CendR NRP1 mod: -2.8; SKN-1 block: 13.7; MT1-MMP act inh: 0.0; DNMT1 inh: 2.5; STEP block: -3.5; Scp1 inh: -7.4; LMPTP inh: -0.6; SUMO1 PPI mod: 0.2; NadD block: -0.5; Rpn11 inh: inactive

What do the screens show for `O=C1OCCN1C(=O)[C@H]1[C@H](c2ccc([N+](=O)[O-])cc2)C(c2cccc(Cl)c2)=NN1c1ccc(Br)cc1`?
CendR NRP1 mod: 9.1; SKN-1 block: 15.7; MT1-MMP act inh: -2.1; DNMT1 inh: -18.7; STEP block: -5.1; Scp1 inh: -11.8; LMPTP inh: 2.9; SUMO1 PPI mod: 2.9; NadD block: 22.1; Rpn11 inh: inactive

How did O=C1C(=Cc2cccc(Cl)c2)Cc2ccccc21 do in these assays?
CendR NRP1 mod: 7.2; SKN-1 block: 9.7; MT1-MMP act inh: -1.1; DNMT1 inh: -1.4; STEP block: 2.0; LMPTP inh: 0.8; SUMO1 PPI mod: -7.4; NadD block: 9.6; Rpn11 inh: inactive

Results for COc1ccc(Cl)cc1NC(=O)N1CCN(C2CCCCC2)CC1 ?
CendR NRP1 mod: 9.6; SKN-1 block: 5.5; MT1-MMP act inh: 2.0; DNMT1 inh: 1.1; STEP block: -1.9; Scp1 inh: -4.4; LMPTP inh: -0.3; SUMO1 PPI mod: 0.0; NadD block: 2.0; Rpn11 inh: inactive

Results for CS(=O)(=O)c1ccc(Cl)c(NC(=O)CSC(=S)N2CCCC2)c1 ?
CendR NRP1 mod: 11.6; SKN-1 block: 3.4; MT1-MMP act inh: -0.4; DNMT1 inh: 1.0; STEP block: -1.2; Scp1 inh: -7.1; LMPTP inh: -0.3; SUMO1 PPI mod: 3.8; NadD block: -7.0; Rpn11 inh: inactive

What do the screens show for `Cc1ccc(N(C(C)C(=O)Nc2cc(Cl)ccc2Oc2ccccc2)S(C)(=O)=O)cc1` (stereo not drawn)?
CendR NRP1 mod: 2.5; SKN-1 block: 6.2; MT1-MMP act inh: -22.2; DNMT1 inh: -10.3; STEP block: -1.2; Scp1 inh: -14.9; LMPTP inh: 2.6; SUMO1 PPI mod: -3.8; NadD block: -7.7; Rpn11 inh: inactive

What do the screens show for `Cc1cc(C(=O)COC(=O)CN(C)S(=O)(=O)c2ccc(Cl)cc2)c(C)n1Cc1cccs1`?
CendR NRP1 mod: 8.5; SKN-1 block: -1.4; MT1-MMP act inh: -2.1; DNMT1 inh: -6.0; STEP block: 2.3; Scp1 inh: -13.5; LMPTP inh: 1.5; SUMO1 PPI mod: 1.3; NadD block: -7.4; Rpn11 inh: inactive

How did COCCNc1nc(NCc2ccc(NC(C)=O)cc2)c2sccc2n1 do in these assays?
CendR NRP1 mod: 0.0; SKN-1 block: -11.2; MT1-MMP act inh: 3.5; DNMT1 inh: -1.8; STEP block: -0.2; LMPTP inh: 51.4*; SUMO1 PPI mod: -1.7; NadD block: -3.1; Rpn11 inh: inactive

Among those listed so far, two contain nitrogen in an aromatic ring:
What do the screens show for `Cc1cc(C(=O)COC(=O)CN(C)S(=O)(=O)c2ccc(Cl)cc2)c(C)n1Cc1cccs1`?
CendR NRP1 mod: 8.5; SKN-1 block: -1.4; MT1-MMP act inh: -2.1; DNMT1 inh: -6.0; STEP block: 2.3; Scp1 inh: -13.5; LMPTP inh: 1.5; SUMO1 PPI mod: 1.3; NadD block: -7.4; Rpn11 inh: inactive

How did COCCNc1nc(NCc2ccc(NC(C)=O)cc2)c2sccc2n1 do in these assays?
CendR NRP1 mod: 0.0; SKN-1 block: -11.2; MT1-MMP act inh: 3.5; DNMT1 inh: -1.8; STEP block: -0.2; LMPTP inh: 51.4*; SUMO1 PPI mod: -1.7; NadD block: -3.1; Rpn11 inh: inactive

(listing goes on)
How did COc1ccccc1NC(=O)CN1CCC(C(=O)c2ccc(F)cc2)CC1 do in these assays?
CendR NRP1 mod: 9.4; SKN-1 block: 12.4; MT1-MMP act inh: 0.4; DNMT1 inh: -8.4; STEP block: 1.2; Scp1 inh: -10.8; LMPTP inh: 0.1; SUMO1 PPI mod: -1.4; NadD block: 2.6; Rpn11 inh: inactive

How did CCN(CC(=O)NCc1ccc(Cl)cc1)C(=O)CSc1ccc(Br)cc1 do in these assays?
CendR NRP1 mod: 15.7; SKN-1 block: -0.2; MT1-MMP act inh: -3.2; DNMT1 inh: 1.7; STEP block: 2.1; Scp1 inh: -9.2; LMPTP inh: 3.8; SUMO1 PPI mod: 3.9; NadD block: -5.4; Rpn11 inh: inactive

How did COc1ccc(CNC(=O)CN(c2ccccc2)S(=O)(=O)N(C)C)cc1 do in these assays?
CendR NRP1 mod: -0.9; SKN-1 block: 3.0; MT1-MMP act inh: -1.2; DNMT1 inh: 2.7; STEP block: -1.8; Scp1 inh: -4.2; LMPTP inh: -1.1; SUMO1 PPI mod: 2.2; NadD block: 2.1; Rpn11 inh: inactive

How did COc1ccc(OCCCN2CCCCCC2)cc1 do in these assays?
CendR NRP1 mod: -8.2; SKN-1 block: -16.6; MT1-MMP act inh: -1.3; DNMT1 inh: -2.9; STEP block: -1.4; Scp1 inh: -0.3; LMPTP inh: 2.7; SUMO1 PPI mod: -3.9; NadD block: 2.6; Rpn11 inh: inactive

How did Cc1cc(=O)oc2c3c(cc(OCC(=O)Nc4cccnc4)c12)OC(C)(C)CC3 do in these assays?
CendR NRP1 mod: -3.1; SKN-1 block: -5.0; MT1-MMP act inh: 1.1; DNMT1 inh: 2.5; STEP block: 1.8; Scp1 inh: -1.3; LMPTP inh: 1.1; SUMO1 PPI mod: -0.5; NadD block: 4.1; Rpn11 inh: inactive

What do the screens show for `CC(NC(=O)c1ccncc1)c1ccccc1` (stereo not drawn)?
CendR NRP1 mod: -7.7; SKN-1 block: 17.0; MT1-MMP act inh: 0.7; DNMT1 inh: 7.3; STEP block: -2.2; Scp1 inh: 1.2; LMPTP inh: -0.7; SUMO1 PPI mod: 0.2; NadD block: -1.7; Rpn11 inh: inactive

What do the screens show for `O=C(Nn1c(SCc2cccc([N+](=O)[O-])c2)nc2ccccc2c1=O)c1ccccc1`?
CendR NRP1 mod: -5.7; SKN-1 block: 5.1; MT1-MMP act inh: -3.4; DNMT1 inh: -11.2; STEP block: -0.1; Scp1 inh: -10.7; LMPTP inh: 3.7; SUMO1 PPI mod: 7.7; NadD block: 10.3; Rpn11 inh: inactive

What do the screens show for `CC(C)Cc1nnc(NC(=O)CN2C(=O)c3ccccc3C2=O)s1`?
CendR NRP1 mod: -7.9; SKN-1 block: 9.9; MT1-MMP act inh: 1.9; DNMT1 inh: 0.1; STEP block: 4.3; Scp1 inh: 0.9; LMPTP inh: 3.0; SUMO1 PPI mod: 0.0; NadD block: 1.8; Rpn11 inh: inactive

How did CC(=O)Nc1ccc(OCc2cn(CC(=O)c3ccc(O)cc3)nn2)cc1 do in these assays?
CendR NRP1 mod: -10.9; SKN-1 block: -1.5; MT1-MMP act inh: 2.1; DNMT1 inh: 57.2*; STEP block: 0.2; LMPTP inh: 0.3; SUMO1 PPI mod: 4.6; NadD block: 32.2*; Rpn11 inh: inactive

How did O=C1N(c2ccc(Cl)cc2)C(c2ccc(Cl)cc2)N2CCCN12 (stereo not drawn) do in these assays?
CendR NRP1 mod: 8.0; SKN-1 block: 10.1; MT1-MMP act inh: 1.3; DNMT1 inh: 0.9; STEP block: -2.1; Scp1 inh: -9.7; LMPTP inh: 1.1; SUMO1 PPI mod: -0.2; NadD block: -0.8; Rpn11 inh: inactive

How did Cc1ccc(C(=O)N(Cc2nc3ccccc3c(=O)[nH]2)C2CCCC2)cc1 do in these assays?
CendR NRP1 mod: 7.0; SKN-1 block: -1.9; MT1-MMP act inh: -4.7; DNMT1 inh: 2.1; STEP block: -3.8; Scp1 inh: 5.3; LMPTP inh: -0.9; SUMO1 PPI mod: -2.1; NadD block: 8.8; Rpn11 inh: inactive

How did CCN1CCN(Cc2ccc(NC(=O)c3ccc(C)c(NC(=O)c4ccno4)c3)cc2C(F)(F)F)CC1 do in these assays?
CendR NRP1 mod: 1.9&-15.4; SKN-1 block: 12.3&-4.9; MT1-MMP act inh: -6.0&-9.0; DNMT1 inh: -3.0&-5.3; STEP block: 0.4&1.5; Scp1 inh: -0.5; LMPTP inh: -3.1&0.8; SUMO1 PPI mod: 5.4&-2.5; NadD block: -4.9&7.7; Rpn11 inh: inactive

How did CCc1ccc(C(=O)NN(C(=O)c2ccc(CC)cc2)C(C)(C)C)cc1 do in these assays?
CendR NRP1 mod: 3.3; SKN-1 block: -7.9; MT1-MMP act inh: -0.2; DNMT1 inh: -9.4; STEP block: 2.4; Scp1 inh: -9.1; LMPTP inh: -0.3; SUMO1 PPI mod: 0.0; NadD block: -1.4; Rpn11 inh: inactive

What do the screens show for `COc1cccc2c1C(=O)c1c(O)c3c(c(O)c1C2=O)CC(O)(C(C)=NNC(=O)c1ccc(Cl)c(Cl)c1)CC3OC1CC(N)C(O)C(C)O1` (stereo not drawn)?
CendR NRP1 mod: 144.2; SKN-1 block: 74.1; MT1-MMP act inh: -11.8; DNMT1 inh: -191.1; STEP block: -27.8; Scp1 inh: -5.3; LMPTP inh: 7.5; SUMO1 PPI mod: 111.2*; NadD block: 38.5*; Rpn11 inh: inactive

What do the screens show for `O=C(c1ccc(N2CCCC2=O)cc1)N1CCOCC1`?
CendR NRP1 mod: 1.8; SKN-1 block: 12.9; MT1-MMP act inh: -2.8; DNMT1 inh: 6.6; STEP block: 5.9; Scp1 inh: -4.7; LMPTP inh: -0.5; SUMO1 PPI mod: 1.5; NadD block: 3.5; Rpn11 inh: inactive

High-throughput results (PubChem BioAssay)
